Assay outcomes (PubChem BioAssay)
ARNT-TACC3 inh – disruptors of human ARNT/TACC3 interaction | AlphaScreen His-ARNT PAS-B/GST-TACC3 binding, luminescence; TACC3 fragment carries E629A point mutation | hit rate 0.66% among 390,000 | inhibition, % at 9.99 µM | AID 623870 | Q9Y6A5;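 active = mean inhibition of replicates at least 50% and at least half of replicates each reaching 50%; inconclusive = half or more replicates reach 50% but mean below 50%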;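 also: 0% = complete ARNT plus TACC3 wells and 100% = ARNT alone without TACC3; many hits fall short of the cut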
SIRT5 block – blocks human SIRT5 desuccinylation of peptide; Purified SirT5, succinyl-peptide AMC, trypsin-coupled fluorescence; inhibition, % at 15 µM; hit rate 1.1% among 330,000; AID 652115; in the data active = inhibition above about 15%; inconclusive = no clear call, values can overlap the other calls
Target sequence (Q9NXA8 whole entry, looked up): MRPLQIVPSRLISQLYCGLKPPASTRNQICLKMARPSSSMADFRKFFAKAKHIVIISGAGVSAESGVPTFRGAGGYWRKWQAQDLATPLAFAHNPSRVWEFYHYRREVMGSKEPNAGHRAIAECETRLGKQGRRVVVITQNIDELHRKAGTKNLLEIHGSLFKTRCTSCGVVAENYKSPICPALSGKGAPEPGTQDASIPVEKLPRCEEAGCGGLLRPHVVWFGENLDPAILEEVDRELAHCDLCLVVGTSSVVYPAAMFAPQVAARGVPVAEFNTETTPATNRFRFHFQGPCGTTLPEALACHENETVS
EWS-Fli inh – inhibitors of EWS/Fli oncoprotein transcriptional activity; A673 NR0B1-luciferase reporter, viability-normalised; inhibition, % at 12.6 µM; hit rate 0.67% among 350,000;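 active = mean inhibition of at least 50% after viability correction, with every replicate also passing that limit; inconclusive = mean reaches 50% but only one of two replicates passes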;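 also: firefly luciferase signal divided by Alamar Blue viability fluorescence both relative to DMSO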
LGR2 antag – inhibitors of bursicon-induced Drosophila LGR2 receptor cAMP signaling; inhibition, % at 9.99 µM; AID 720647; HEK293 LGR2, CRE-luciferase, bursicon-stimulated, 4 h; hit rate 0.35% among 380,000;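 active = drop in luminescence signal, shown as inhibition above about 50% in the replicate tests, limit read from the data, passing the limit was not always enough; inconclusive = probably only some replicates passing the limit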;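 also: agonist challenge used bursicon conditioned medium at about half maximal strength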
PAX8 inh HTS – PAX8 transcriptional activity inhibition. RMG-I TPO-luciferase reporter, SteadyGlo, 24 h. inhibition, % at 12.6 µM. hit rate 1.2% among 360,000;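 active = mean replicate inhibition at least 60% with every replicate also reaching 60%; inconclusive = only one of the two criteria is met; inactive = mean below 60% and not all replicates reaching 60%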;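 also: luciferase light reporting Pax8 driven TPO promoter activity; plate controls were median of neutral control wells for no effect and mitoxantrone controls for full effect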
CASP6 VEID inh – caspase-6 (human) enzyme inhibition; P55212; purified caspase-6, Z-VEID-R110 cleavage fluorescence; inhibition, % at 12.5 µM; hit rate 0.53% among 350,000; AID 686996;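 active = mean inhibition across replicates at least about 35%, with every replicate also reaching that limit, limit read from the data; inconclusive = only one of the two criteria met; inactive = neither criterion met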;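 also: 0% = median of neutral control wells and 100% = no fluorescence left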
Target sequence (P55212 24-179 limits assumed): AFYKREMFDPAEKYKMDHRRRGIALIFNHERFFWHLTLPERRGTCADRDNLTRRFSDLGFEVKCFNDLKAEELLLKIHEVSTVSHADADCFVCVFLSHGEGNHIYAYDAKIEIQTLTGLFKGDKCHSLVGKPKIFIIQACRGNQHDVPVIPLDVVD
Target sequence (P55212 194-293 limits assumed): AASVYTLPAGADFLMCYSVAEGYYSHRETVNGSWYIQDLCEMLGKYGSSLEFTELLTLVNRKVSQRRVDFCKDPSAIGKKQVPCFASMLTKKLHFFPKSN
DENV2 CPE – inhibitors of DENV2 cytopathic effect; CPE inhibition, % at 9.99 µM; hit rate 1.7% among 350,000; DENV2-infected cells, cytopathic effect rescue, plate reader; AID 651640; in the data active = CPE inhibition above about 20%, passing the limit was not always enough; inconclusive = no clear call, values can overlap the other calls; tested in BHK-21 cells;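 also: 0% = median of neutral control wells and 100% = median of positive control wells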
The depositor's hits bear a star; u = inconclusive; x = not tested or not shown; & = joins results of further samples.

SMILES | ARNT-TACC3 inh | SIRT5 block | EWS-Fli inh | LGR2 antag | PAX8 inh HTS | CASP6 VEID inh | DENV2 CPE
CO[C@H]1CN(C)C(=O)c2cc(NC(=O)Nc3cc(F)ccc3F)ccc2OC[C@H](C)N(C(=O)c2cnccn2)C[C@H]1C | -3 | x | 6 | -15 | 25 | 0 | -2
CC(C)[C@H](NC(=O)c1ccco1)C(=O)OCc1cc(=O)n2c(n1)sc1ccccc12 | 3 | 0 | 4 | -9 | -21 | 3 | u
C/C=C/c1ccc([C@@H]2[C@H]3CN(C(=O)Nc4ccc(OC)cc4)CC(=O)N3[C@H]2CO)cc1 | x | 4 | -2 | 10 | -30 | -4 | -5
Cc1ccc2oc(=O)n(CCOc3ccccc3C)c2c1 | 16 | -4 | -9 | -7 | 15 | -2 | -1
Cc1ccc2oc3c(c(=O)c2c1)C(c1cccc(Cl)c1)N(CCCN1CCOCC1)C3=O (configuration not stated) | 5 | x | 10 | -32 | 7 | 4 | 55*
CCCC#Cc1ccc2c(c1)[C@H]1[C@H](CCN1C(=O)C1CC1)[C@H](CO)N2 | x | x | -4 | 0 | -23 | x | 4
CCOC(=O)c1ccc(NC(=O)CCNS(=O)(=O)c2cc(Br)cnc2N)cc1 | 2 | 2 | 11 | 4 | 3 | 3 | -10
COC(=O)c1cc(C(=O)OCC(=O)Nc2cc(C)on2)cc([N+](=O)[O-])c1 | -6 | -4 | 1 | -1 | 4 | 5 | 1
C[C@@H]1CCCCO[C@@H](CN(C)C(=O)c2ccccc2)[C@H](C)CN([C@@H](C)CO)C(=O)c2cc(NC(=O)C3CCCCC3)ccc2O1 | -8 | -10 | -8 | 6 | -14 | -1 | 71*
O=C(C[C@@H]1CC[C@@H]2[C@H](COC[C@@H](O)CN2C(=O)Nc2cccc(Cl)c2)O1)NCC1CCCCC1 | -7 | 1 | -13 | 25 | 1 | -1 | 10
CC(=C/c1ccccc1)/C=N/NC(=O)c1ccc2nc[nH]c2c1 | 6 | x | x | -30 | -31 | x | x
O=C(Nc1ccccc1Cl)c1cc(C2CCCN(C(=O)CCc3ccccc3)C2)on1 (configuration not stated) | x | -1 | 1 | -40 | -46 | -2 | -9
CCN(CC)CCN(C(=O)CCS(=O)(=O)c1ccccc1)c1nc2cc(C)cc(C)c2s1 | -3 | -3 | 4 | 8 | -21 | 10 | 3
Cc1cc(C)cc(N(CC(=O)NC2CCCC2)C(=O)CNC(=O)c2cccs2)c1 | -7 | -4 | 1 | 15 | 13 | -4 | -4
COc1ccc(OC(C)C(=O)N2CCCc3ccccc32)cc1 (configuration not stated) | 4 | 0 | 0 | -15 | 10 | 3 | 0
COCC(=O)N(Cc1cc2ccc(C)cc2[nH]c1=O)c1ccc(C)cc1C | -12 | 3 | 6 | 15 | 12 | 2 | 0
C[C@H](CO)N1C[C@H](C)[C@@H](CN(C)Cc2ccncc2)Oc2ncc(C#Cc3cccnc3)cc2C1=O | 2 | 1 | 0 | -15 | -9 | -4 | -1
Cc1cc(Cl)ccc1OC(C)C(=O)NN=C1CCCCCC1 (configuration not stated) | -1 | -6 | -4 | 7 | -14 | -1 | u
COc1ccc(C2(CNC(=O)c3ccc(OCC(C)C)cc3)CCOCC2)cc1 | -12 | x | x | 15 | 23 | x | x
O=C(O/N=C(/c1ccccc1)c1ccncc1)c1cccc(F)c1 | 0 | 9 | 8 | 8 | -6 | 0 | -3

Single entries from above.
PAX8 inh HTS with Cc1ccc2oc3c(c(=O)c2c1)C(c1cccc(Cl)c1)N(CCCN1CCOCC1)C3=O (configuration not stated) stands at 7
DENV2 CPE with CCCC#Cc1ccc2c(c1)[C@H]1[C@H](CCN1C(=O)C1CC1)[C@H](CO)N2 stands at 4
PAX8 inh HTS with C/C=C/c1ccc([C@@H]2[C@H]3CN(C(=O)Nc4ccc(OC)cc4)CC(=O)N3[C@H]2CO)cc1 stands at -30
LGR2 antag with CCOC(=O)c1ccc(NC(=O)CCNS(=O)(=O)c2cc(Br)cnc2N)cc1 stands at 4

(next part)
SMILES | ARNT-TACC3 inh | SIRT5 block | EWS-Fli inh | LGR2 antag | PAX8 inh HTS | CASP6 VEID inh | DENV2 CPE
CN(CC(=O)NCc1ccco1)CC(=O)Nc1c(Cl)cccc1Cl | 7 | -1 | 6 | -9 | 2 | 3 | 1
COc1ccc(Cl)cc1N(CC(=O)N1CCCCC1)S(C)(=O)=O | 3 | x | -64 | 25 | 0 | 6 | x
C[C@@H]1CN([C@@H](C)CO)C(=O)Cc2cc(N(C)C)ccc2O[C@H]1CN(C)C(=O)Nc1cccc2ccccc12 | 11 | 4 | -6 | 6 | 10 | 0 | -3
CC1=C(C(=O)OC2CCCCC2)C(c2cccnc2)n2ncnc2N1 (configuration not stated) | -3 | 0 | 5 | -5 | 143* | -4 | 3
O=S(=O)(Nc1ccc2cn[nH]c2c1)c1ccc(C(F)(F)F)cc1 | -6 | -12 | 13 | -13 | 17 | 6 | 2
COCCOC(=O)C1=C(C)NC2=C(C(=O)CCC2)C1c1ccc2c(c1)OCO2 (configuration not stated) | 6 | -4 | 0 | -4 | x | 3 | -4
COc1ccc(NC(=O)Nc2ccc3c(c2)C(=O)N([C@@H](C)CO)C[C@H](C)[C@@H](CN(C)S(=O)(=O)c2ccccc2)OCCCC[C@@H](C)O3)cc1 | -6 | 8 | 0 | 10 | -3 | -1 | 8
COc1ccc(NC(=O)Nc2cccc3c2O[C@H](CN(C)S(=O)(=O)c2ccccc2)[C@H](C)CN([C@H](C)CO)C3=O)cc1 | 9 | 4 | -10 | -9 | -19 | -4 | 1
Cc1ccc(-c2ccc3c(c2)O[C@@H](CN(C)Cc2ccc(F)cc2)[C@@H](C)CN([C@H](C)CO)S3(=O)=O)cc1 | 3 | 9 | 8 | 18 | x | -4 | 13
COc1ccc(NC(=O)Nc2ccc3c(c2)CC(=O)N([C@@H](C)CO)C[C@@H](C)[C@H](CN(C)Cc2ccncc2)O3)cc1 | 11 | -4 | 2 | u | -6 | 0 | u
Cc1cccc(N2CCN(Cc3cn(C)nc3-c3ccccc3F)CC2)n1 | 1 | -5 | 59* | 16 | 12 | 4 | x
COc1ccccc1-c1cn(CC[C@@H]2CC[C@H](NC(=O)C3CCCC3)[C@H](CO)O2)nn1 | x | 1 | x | 13 | 1 | -1 | -7
C[C@@H]1CN([C@H](C)CO)C(=O)c2cccc(NC(=O)Nc3ccc(C(F)(F)F)cc3)c2O[C@@H]1CN(C)Cc1ccc2c(c1)OCO2 | -1 | x | 6 | -14 | 4 | x | 0
CC(NC(=O)c1ccco1)C(c1cccs1)N1CCN(c2ccccc2F)CC1 (configuration not stated) | 2 | 3 | 12 | 10 | x | 1 | -5
COc1ccc(-c2ccc([C@@H]3[C@@H](CO)N4CCCCN(C(=O)c5ccc6c(c5)OCO6)C[C@H]34)cc2)cc1 | -2 | 1 | 12 | 0 | -12 | 1 | -5
CC(C)NC(=O)N1[C@@H]2CNC[C@H]1C2c1ccc(-c2cccc(C#N)c2)cc1 (some centres not stated) | x | -1&0 | -10 | 2&-17 | 5 | -2&3 | 8&-9
CCCC1(c2ccccc2)NC(=O)N(CC(=O)Nc2cc(C)ccc2OC)C1=O (configuration not stated) | 0 | -2 | 1 | 4 | -5 | 8 | 5
Cc1ccc(Cl)cc1NC(=S)N(CCCN1CCOCC1)Cc1ccccn1 | -3 | x | x | 20 | 8 | x | x
C=CC1=C2C=C(C3CC3)N(CCCN(CC)CC)C=C2C(=O)C(C)(OC(=O)c2ccco2)C1=O (configuration not stated) | 8 | x | 0 | 7 | 34 | -51 | -11
CO[C@H]1CN(C)C(=O)c2ccc(NC(=O)c3cnccn3)cc2OC[C@@H](C)N(CCc2ccccc2)C[C@@H]1C | 1 | 3 | 5 | -6 | 3 | -2 | 0
CCNC(=O)C[C@@H]1CC[C@H]2[C@@H](COC[C@H](O)CN2C(=O)Nc2ccc(Cl)c(Cl)c2)O1 | 2 | 3 | -11 | 11 | -17 | 0 | -14
CCOC(=O)c1cc(-c2ccccc2)n(CC(=O)NC(C)(C)C)c1C | x | -5 | -9 | 7 | -6 | -3 | 6
O=C(CSc1ccc2nnc(-c3ccccn3)n2n1)Nc1ccc(F)cc1F | 53* | 4 | x | -4 | 7 | -2 | 1
C[C@H]1CN([C@@H](C)CO)C(=O)c2cc(C#Cc3ccccn3)cnc2O[C@H]1CN(C)CC1CCCC1 | x | x | 5 | 0 | -18 | x | x
Cc1cc(=O)oc2cc(OCC(=O)OCC(=O)Nc3ccc(C(C)C)cc3)ccc12 | x | -2 | 2 | 6 | 8 | 0 | -5
CN(C(=O)CSc1nc2ccccc2s1)c1c(N)n(Cc2ccccc2)c(=O)[nH]c1=O | 6 | 1 | 7 | -13 | 26 | 1 | 3
Cc1ccc(C(=O)NCc2ccccc2)c(F)c1F | -4 | -2 | -30 | -38 | -67 | -1 | 0
Cc1cc(-n2c(C)cc(C(=O)COc3ccccc3[N+](=O)[O-])c2C)no1 | 5 | -2 | -26 | -22 | -32 | -2 | -1
CN(C)S(=O)(=O)Nc1ccc(Cc2ccncc2)cc1 | x | x | 0 | 7 | 6 | -3 | -20
Cc1ccc(/C=N/NC(=O)Cc2ccc(Cl)cc2)c(O)c1 | -3 | -2 | 1 | -31 | 21 | 0 | 4
CSCCC(NC(=O)COc1ccccc1)C(=O)N1CCN(c2ccccc2Cl)CC1 (configuration not stated) | -2 | -2 | 7 | 4 | 18 | -39 | 17
C[C@@H]1CN([C@@H](C)CO)S(=O)(=O)c2ccc(C3=CCCC3)cc2O[C@@H]1CN(C)CC1CCOCC1 | x | x | -7 | 8 | -22 | x | x
COc1ccc(CCNC(=O)c2cc(S(=O)(=O)N3CCOCC3)cn2C)cc1OC | -3 | -3 | -1 | 2 | 11 | -1 | 10
Cc1ccnc(SC2CC(=O)N(c3ccc(Br)cc3)C2=O)n1 (configuration not stated) | -5 | 1 | 6 | 7 | -10 | -2 | 3
CCOC(=O)c1c(NC(=O)c2ccccc2)sc2c1CCc1ccccc1-2 | x | -4 | 9 | 5 | 4 | 2 | x
O=C(Nc1cc(F)ccc1F)N1CC(=O)N2[C@H](CO)[C@H](c3ccc(-c4cccnc4)cc3)[C@H]2C1 | x | 1 | x | 6 | x | 0 | -6
O=C(c1cccnc1)N1CC(=O)N2[C@H](CO)[C@@H](c3ccc(/C=C/c4ccccc4)cc3)[C@@H]2C1 | x | 2 | 2 | 9 | -1 | x | 8
COC(=O)C(CC#Cc1ccc2c(c1)[C@]1(C(=O)N2)[C@H](c2ccccc2OCCO)N2[C@H](c3ccccc3)[C@H](c3ccccc3)OC(=O)[C@H]2[C@@H]1C(=O)Nc1nc2ccccc2s1)C(=O)OC | 30 | 9 | -3 | x | -1 | -2 | 4
COc1ccc(-c2cc(C)no2)cc1S(=O)(=O)N1CCOc2ccc(Cl)cc21 | -2 | -1 | 15 | 21 | 10 | -2 | -6
O=C([C@H]1[C@H](CO)[C@H]2Cn3c(cccc3=O)[C@@H]1N2CC1CCCCC1)N1CCOCC1 | 8 | 4 | 12 | 0 | x | 1 | 63*
Cc1oc2c(C)c3oc(=O)c(CC(=O)N[C@@H](CCCNC(N)=O)C(=O)O)c(C)c3cc2c1C | 2 | -3 | -63 | 7 | 2 | -4 | 2
Cc1nn(CC(=O)N(C)c2c(N)n(Cc3ccccc3)c(=O)[nH]c2=O)c(C)c1[N+](=O)[O-] | 0 | -1 | -5 | -1 | -5 | 1 | -2
O=C(Nc1ccccc1N1CCCC1)c1ccc(F)c(S(=O)(=O)N2CCOCC2)c1 | 2 | 1 | 1 | 15 | 2 | 1 | -4
O=C1N[C@@H](Cc2ccccc2)COC(=O)[C@H](Cc2ccc(F)cc2)C/C=C\C[C@@H]1CC(=O)N(CCO)Cc1ccccc1 | -12 | -13 | -14 | 13 | 24 | 1 | -2

Limited to EWS-Fli inh (2 entries from above):
Compound	EWS-Fli inh
C=CC1=C2C=C(C3CC3)N(CCCN(CC)CC)C=C2C(=O)C(C)(OC(=O)c2ccco2)C1=O (configuration not stated)	0
CO[C@H]1CN(C)C(=O)c2ccc(NC(=O)c3cnccn3)cc2OC[C@@H](C)N(CCc2ccccc2)C[C@@H]1C	5

The order is random (roughly 4.9% active in at least one column).
